Screens deposited in PubChem by several laboratories.
Avidin bead fluor: avidin bead compound fluorescence profile; Avidin beads, compound fluorescence 488/530 nm, flow cytometry; hits give high values; fluorescence (KMESF) at 10 µM; 220,000 tested, 0.38% active; in the data active = fluorescence above about 47; also: inactives centre near 10
RGS8-Gao reg: human RGS8-Galphao interaction regulation | P09471 | multiplexed bead flow cytometry, RGS8-Galphao binding; actives lie on both sides | response (percent of control binding), % at 10 µM | 220,000 tested, 0.34% active; in the data active = response below about 60% or above about 140%; inactive = in between;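 also: Galphao activated as the GDP aluminium fluoride complex binding bead-coupled RGS8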
RGS7-Gao: regulators of human RGS7-Galphao interaction; binding response (% of control), % at 10 µM; 220,000 tested, 0.35% active; AID 1439; Multiplexed bead flow cytometry, RGS7-Galphao binding; actives lie on both sides; in the data active = binding response below about 49% or above about 150%; inconclusive = no clear call, values can overlap the other calls; inactive = in between;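 also: fluorescent Galphao held in activated GDP-AlF4 state binding bead-coupled RGS7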
Mcl1-Bid inh: disrupts binding of human Mcl-1 to Bid peptide; Q07820; inhibition, % at 21.7 µM; 220,000 tested, 0.97% active; TR-FRET Mcl-1/Bid-Dy647 peptide binding, 1536-well;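 active = compounds that cut the binding signal by more than half at the single screening dose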;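 also: His-tagged Mcl-1 with europium anti-His antibody binding Bid BH3 peptide; 0% = Mcl-1 plus peptide wells and 100% = peptide-only wells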
Target sequence (Q07820 whole entry, looked up): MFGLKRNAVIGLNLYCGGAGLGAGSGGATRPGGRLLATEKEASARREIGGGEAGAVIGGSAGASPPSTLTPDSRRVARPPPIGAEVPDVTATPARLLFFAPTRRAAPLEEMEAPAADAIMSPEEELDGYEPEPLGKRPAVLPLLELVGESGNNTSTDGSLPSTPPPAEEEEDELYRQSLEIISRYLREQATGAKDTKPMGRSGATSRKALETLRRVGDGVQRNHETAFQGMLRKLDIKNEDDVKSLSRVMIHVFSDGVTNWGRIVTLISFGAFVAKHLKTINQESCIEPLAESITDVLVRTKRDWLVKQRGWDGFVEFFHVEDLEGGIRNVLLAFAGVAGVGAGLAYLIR
Mcl-1 Bim block: disrupts Bim peptide binding to human Mcl-1 | AID 1009 | Q07820 | Bead-based flow cytometry, Bim peptide-Mcl-1 binding | inhibition, % at 10 µM | 190,000 tested, 0.1% active; in the data active = inhibition above about 40%;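 also: 0% = no compound tracer wells and 100% = peptide blocker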
ABCB1 block: inhibitors of human ABCB1 transporter, ABCG2 counter-screen; P08183; CCRF-Adr cells, JC-1 efflux, flow cytometry; inhibition, % at 6.6 µM; 190,000 tested, 0.067% active; in the data active = inhibition above about 40%;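 also: 0% = vehicle and 100% = reference inhibitor; higher value means more JC-1 retained so stronger ABCB1 efflux block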
RGS4-Gao reg: modulates binding of RGS4 to human Galphao; Multiplexed bead flow cytometry; actives lie on both sides; 220,000 tested, 0.33% active; binding response (% of control), % at 10 µM; P09471; AID 1415; in the data active = binding response below about 49% or above about 150%; inactive = in between;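 also: fluorescent Galphao activated with aluminum fluoride binding bead-coupled RGS4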
Mcl1-Noxa inh: disrupts binding of human Mcl-1 to Noxa peptide; Q07820; 220,000 tested, 1.5% active; TR-FRET Mcl-1/Noxa peptide binding, 2 h; inhibition, % at 21.7 µM;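 active = compounds that cut the protein-peptide binding signal by more than 50% relative to plate controls in a single-dose test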;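 also: His-tagged Mcl-1 with rhodamine Noxa BH3 peptide and terbium anti-His antibody; 0% = Mcl-1 plus Noxa peptide wells and 100% = peptide-only wells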
Pf gamet viab: inhibitors of late stage P. falciparum gametocyte viability; P. falciparum stage V gametocytes, ATP luminescence, 24 h; inhibition, % at 10.9 µM; 150,000 tested, 0.065% active; AID 743093;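 active = inhibition above the mean plus 3 SD of compounds within the control limits, set per campaign, cut at about 38% in these data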;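 also: 0% = DMSO wells and 100% = medium only without gametocytes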
ABCG2 block: inhibitors of human ABCG2 transporter, ABCB1 counter-screen | 190,000 tested, 0.1% active | inhibition, % at 6.6 µM | AID 1325 | IgMXP3 cells, JC-1 efflux, flow cytometry;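 active = inhibition above 80%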;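 also: 0% = DMSO and 100% = nicardipine control wells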
Target sequence (Q9UNQ0 whole entry, looked up): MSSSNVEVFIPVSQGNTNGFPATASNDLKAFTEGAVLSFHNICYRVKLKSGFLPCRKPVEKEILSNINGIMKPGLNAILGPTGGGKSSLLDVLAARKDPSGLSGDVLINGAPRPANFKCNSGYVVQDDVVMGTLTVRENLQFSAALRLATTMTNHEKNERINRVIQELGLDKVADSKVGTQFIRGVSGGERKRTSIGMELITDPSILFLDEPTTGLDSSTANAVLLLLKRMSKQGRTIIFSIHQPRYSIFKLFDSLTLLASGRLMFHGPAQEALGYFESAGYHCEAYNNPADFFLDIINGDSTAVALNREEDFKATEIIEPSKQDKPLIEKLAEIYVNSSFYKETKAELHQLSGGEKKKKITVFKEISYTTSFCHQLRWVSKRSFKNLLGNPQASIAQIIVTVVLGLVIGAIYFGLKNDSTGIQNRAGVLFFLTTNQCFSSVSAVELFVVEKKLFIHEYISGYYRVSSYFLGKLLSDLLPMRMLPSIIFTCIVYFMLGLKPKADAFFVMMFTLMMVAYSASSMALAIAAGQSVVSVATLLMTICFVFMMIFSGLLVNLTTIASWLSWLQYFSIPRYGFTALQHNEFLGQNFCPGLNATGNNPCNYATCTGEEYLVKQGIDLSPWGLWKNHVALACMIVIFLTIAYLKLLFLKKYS
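Test system: IgMXP3 (ABCG2) plus far-red-tagged CCRF-Adr (ABCB1) cells / Amount: 3 million cells/mL in well / Reagent: JC-1 transporter substrate / Timing: 10 min compound exposure, 25 °C / Signal: flow cytometry, 530 nm JC-1 signal / Read-out: percent efflux inhibition, scaled nicardipine 100% to DMSO 0% / Benchmarks: nicardipine as high control, DMSO as low control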
GSH fluor: compound fluoresces at 488/530 nm on GSH beads. 190,000 tested, 0.25% active. GSH beads flow cytometry, compound fluorescence 488/530 nm; hits give high values. fluorescence (KMESF) at 10 µM; in the data active = fluorescence above about 89;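 also: glutathione beads carrying GST-tagged Bcl family fusion proteins plus one bare bead set; values are compound well signal with DMSO vehicle wells as background; inactives centre near 16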
* = called active by the depositor; ? = inconclusive; . = not tested or not shown.

SMILES | Avidin bead fluor | RGS8-Gao reg | RGS7-Gao | Mcl1-Bid inh | Mcl-1 Bim block | ABCB1 block | RGS4-Gao reg | Mcl1-Noxa inh | Pf gamet viab | ABCG2 block | GSH fluor
CCC(=O)OCC(=O)c1c(N)n(Cc2ccccc2)c(=O)n(C)c1=O | 12 | 101 | 104 | -29 | -1 | 0.0 | 103 | 17 | -11 | 0 | 5
COC(=O)CNC(c1ccccc1)c1cc(C)ccc1NC(=O)CNC(=O)OCc1ccccc1 (stereo unspecified) | . | 97 | 94 | 4 | 0 | 0.3 | 103 | 2 | 14 | 0 | 33
O=C(Cn1c(=O)c2c(ncn2Cc2ccccc2)n(Cc2ccccc2)c1=O)N1CCCC1 | 9 | 99 | 99 | -13 | 2 | 1.2 | 104 | 15 | . | 1 | 4
Nc1nc2ccccc2n1/N=C/c1ccc(-c2ccccc2)o1 | 7 | 104 | 104 | 10 | -4 | -0.8 | 104 | 14 | 18 | 0 | 29
COC(=O)c1cc(C(=O)Nc2cccc(C)n2)cc([N+](=O)[O-])c1 | 30 | 97 | 98 | 3 | 0 | 0.6 | 100 | 3 | . | 3 | 17
CCC(C)(C)NC(=O)CCCSc1nc2ccccc2s1 | 9 | 100 | ? | -8 | -1 | 0.9 | 101 | 8 | -3 | 13 | 15
CCOc1ccc2nc(COC(=O)c3ccncc3)c(C(=O)c3ccccc3)[n+]([O-])c2c1 | 3 | 101 | ? | -8 | . | . | 100 | 8 | -3 | . | .
COc1ccccc1NC(=O)CSc1ncnc2c1oc1ccccc12 | 36 | 102 | 102 | 7 | 3 | 0.6 | 102 | -3 | 26 | 2 | 15
Cc1[nH][nH]c(=O)c1C(c1c(C)[nH][nH]c1=O)c1cn(Cc2ccccc2Cl)c2ccccc12 | 7 | 101 | 98 | -77 | -6 | 0.7 | 103 | -27 | 5 | 4 | 9
COc1cc(-n2c(C)nc3cc(C(=O)NCCN4CCOCC4)ccc32)cc(OC)c1OC | 14 | 102 | 103 | -14 | -3 | 1.7 | 102 | 2 | . | 11 | 32
CCOC(=O)CCNC(C(=O)OCC)c1ccccc1 (stereo unspecified) | 7 | 102 | 103 | -2 | 3 | 0.2 | 100 | 5 | 2 | 1 | 12
CCCCC(O)(CCCC)C(=O)NNc1ccccc1 | 4 | 99 | 100 | -6 | -4 | 0.6 | 98 | 16 | . | 5 | 23
CCOC(=O)C(NC(=O)Nc1ccc(F)cc1F)(Oc1ccc(F)cc1)C(F)(F)F (stereo unspecified) | 14 | 95 | 87 | -11 | -1 | 0.4 | 91 | 9 | 2 | 1 | 9
CCCCC[C@H](O)/C=C/C1=C(CCCCCCC(=O)O)C(=O)CC1 | 9 | 99 | 99 | -30 | -3 | 0.8 | 100 | 9 | . | 6 | 21
COc1ccc(CN2CCCCC2C)cc1OC (stereo unspecified) | 12 | 100 | 99 | -17 | 0 | 0.4 | 98 | 5 | . | 3 | 38
O=C1/C(=C/c2ccccc2[N+](=O)[O-])COc2ccccc21 | 9 | 100 | 97 | -12 | 0 | 2.2 | 101 | 2 | -17 | 11 | 12
CC(C)COP(=O)(OCC(C)C)C(O)c1ccc(N(C)C)cc1 (stereo unspecified) | 9 | 102 | ? | -47 | . | . | 83 | 35 | 20 | . | .
COc1ccc2c(c1)c(C(=O)CN1CCOCC1)c(C)n2C | 16 | 112 | 107 | -39 | 1 | 0.6 | 110 | 14 | . | 5 | 11
Cc1ccc(NC(=O)C2(c3ccc([N+](=O)[O-])cc3)CCCC2)cc1 | 6 | 99 | 104 | 2 | -9 | 2.0 | 101 | -8 | 5 | 19 | 17
O=C(O)/C(=C\c1cccc([N+](=O)[O-])c1)c1ccc(S(=O)(=O)N2CCCCC2)s1 | 8 | 102 | ? | 4 | . | . | 103 | 44 | 15 | . | .
C/C(=N\NC(=O)c1ccco1)c1cc2ccccc2o1 | 15 | 100 | 105 | 3 | 3 | -0.4 | 101 | 22 | -13 | -2 | 14
O=C(Nc1ccc(SC(F)F)cc1)c1ccc(F)cc1 | 13 | 97 | 97 | 0 | 0 | 0.0 | 99 | 28 | -7 | 6 | 11
C=CCN1c2ccccc2[C@]23C[C@@H](C(=O)OC)N(C(=O)c4cccs4)C2=NC(C(=O)OC)=C(C(=O)OC)[C@H]13 | 16 | 100 | ? | -52 | . | . | 95 | -6 | . | . | .
CC(=O)Cc1nsc(NC(=O)c2ccco2)n1 | 4 | 98 | 98 | 9 | -5 | 0.0 | 103 | 34 | -1 | 0 | 55
CC(=O)N1CC=C2C(C#N)=C(N)C(C#N)(C#N)[C@H](c3ccoc3)[C@H]2C1 | 9 | 98 | 102 | -19 | -4 | 0.6 | 102 | -10 | 6 | 4 | 16

5 records drawn at random from the list so far, as already listed:
SMILES | Avidin bead fluor | RGS8-Gao reg | RGS7-Gao | Mcl1-Bid inh | Mcl-1 Bim block | ABCB1 block | RGS4-Gao reg | Mcl1-Noxa inh | Pf gamet viab | ABCG2 block | GSH fluor
CC(C)COP(=O)(OCC(C)C)C(O)c1ccc(N(C)C)cc1 (stereo unspecified) | 9 | 102 | ? | -47 | . | . | 83 | 35 | 20 | . | .
COc1ccc2c(c1)c(C(=O)CN1CCOCC1)c(C)n2C | 16 | 112 | 107 | -39 | 1 | 0.6 | 110 | 14 | . | 5 | 11
Cc1[nH][nH]c(=O)c1C(c1c(C)[nH][nH]c1=O)c1cn(Cc2ccccc2Cl)c2ccccc12 | 7 | 101 | 98 | -77 | -6 | 0.7 | 103 | -27 | 5 | 4 | 9
COc1cc(-n2c(C)nc3cc(C(=O)NCCN4CCOCC4)ccc32)cc(OC)c1OC | 14 | 102 | 103 | -14 | -3 | 1.7 | 102 | 2 | . | 11 | 32
CCOC(=O)CCNC(C(=O)OCC)c1ccccc1 (stereo unspecified) | 7 | 102 | 103 | -2 | 3 | 0.2 | 100 | 5 | 2 | 1 | 12

Ordered by value in RGS7-Gao (low to high): 3 of the compounds above.
SMILES	RGS7-Gao
O=C1/C(=C/c2ccccc2[N+](=O)[O-])COc2ccccc21	97
Cc1ccc(NC(=O)C2(c3ccc([N+](=O)[O-])cc3)CCCC2)cc1	104
C/C(=N\NC(=O)c1ccco1)c1cc2ccccc2o1	105

The list goes on.
SMILES | Avidin bead fluor | RGS8-Gao reg | RGS7-Gao | Mcl1-Bid inh | Mcl-1 Bim block | ABCB1 block | RGS4-Gao reg | Mcl1-Noxa inh | Pf gamet viab | ABCG2 block | GSH fluor
CCn1c(CNC(=O)Cc2ccc(OC)cc2)nnc1SCC(=O)Nc1ccc(C(=O)O)cc1 | 7 | 99 | 94 | -56 | 0 | 1.1 | 98 | 1 | -29 | 3 | 13
O=C(Nc1ccc(Cl)cn1)c1cnn2cccnc12 | 12 | 103 | 103 | -10 | -1 | 0.2 | 102 | -26 | 3 | 3 | 24
NNC(=O)c1ccc2nc(-c3ccc(Br)cc3)cn2c1 | 9 | 98 | 98 | -3 | 4 | -1.5 | 94 | 16 | -6 | -7 | 17
CCOc1ccc(N2C(=O)CC(SC(=NC)Nc3ccc4c(c3)OCO4)C2=O)cc1 (stereo unspecified) | 18 | 91 | 93 | -10 | -4 | 0.0 | 91 | 31 | -14 | 14 | 23
Cc1nnc(N/N=C/c2cc(C)n(-c3ccc(F)cc3)c2C)n1N | 10 | 116 | 118 | -10 | -1 | 1.0 | 119 | 22 | 13 | 2 | 21
O=C(CNC1=NCCC1)c1ccc(Cl)cc1 | 9 | 116 | 109 | -6 | 7 | 0.0 | 111 | 13 | . | 0 | 16
CCCOc1ccc(N2C(=O)CC(SCCN)C2=O)cc1 (stereo unspecified) | 4 | 102 | 96 | 7 | 1 | 0.3 | 99 | 9 | 25 | 2 | 42
COc1cc(/C=C/C(=O)NCCn2c(C)cc3ccccc32)cc(OC)c1OC | . | . | . | -7 | -2 | 3.2 | . | 11 | . | 7 | 17
CCOC(=O)c1c(C(C)(C)C)oc2ccc(OCC#N)cc12 | 25 | 100 | 104 | 3 | -2 | 0.0 | 103 | 9 | . | 2 | 25
O=C(CCc1nc(-c2ccccc2F)no1)NCCN1CCc2ccccc2C1 | 30 | 99 | 97 | -22 | -3 | 1.2 | 98 | -18 | . | 18 | 17
O=C1C=C(NCc2ccncc2)CC(c2ccccc2)C1 (stereo unspecified) | 7 | 90 | 92 | -10 | -2 | -0.1 | 95 | -16 | 6 | 0 | 39
CCOc1c(/C=C(\C#N)C(N)=O)c2ccccc2n1CC | 4 | 103 | 100 | 1 | -7 | 0.6 | 99 | 9 | -4 | 13 | 8
Nc1c(Cl)cc2c(c1Oc1ccccc1)C(=O)c1ccccc1C2=O | 9 | 99 | 96 | -3 | 2 | 1.9 | 97 | 43 | . | 4 | 27
Cc1ccccc1-n1c(SCC(=O)NC(N)=O)nc2sc(-c3ccccc3)cc2c1=O | 8 | 65 | 79 | -21 | 0 | 0.8 | 81 | 24 | 2 | 6 | 4
O=C(NCCc1ccccn1)C1CCCN(S(=O)(=O)Cc2ccccc2)C1 (stereo unspecified) | 7 | 100 | 98 | -7 | 0 | 0.4 | 98 | 19 | . | 1 | 53
CC(OC(=O)CN(C)S(=O)(=O)c1ccc(Cl)cc1)C(=O)Nc1ccc(N2CCOCC2)cc1 (stereo unspecified) | 30 | 97 | 98 | -38 | -5 | 1.7 | 95 | 13 | . | 26 | 23
CCN(C(=O)c1cccs1)c1nnc(-c2ccncc2)s1 | 6 | 108 | 97 | -12 | 1 | 0.7 | 102 | 5 | . | 3 | 10
COc1ccc2c(c1)CCCC21SC(NC(C)=O)=NN1C(C)=O (stereo unspecified) | 8 | 98 | ? | -21 | 0 | 0.2 | 100 | 9 | -12 | -2 | 15
CCOc1ccc(NC(=O)CC2C(=O)N(c3ccccc3)C(=O)N2CCc2cccs2)cc1 (stereo unspecified) | 13 | 104 | 99 | -9 | -1 | 0.9 | 100 | 7 | -1 | 3 | 7
OC(COCc1ccc2c(c1)OCO2)CN1CCC(Cc2ccccc2)CC1 (stereo unspecified) | 9 | 92 | ? | -19 | 0 | 0.8 | 90 | 10 | -14 | 2 | 20
c1ccc2c(c1)ncn2CCn1cnc2ccccc21 | 3 | 92 | 89 | -8 | -1 | -0.1 | 76 | 0 | . | 0 | 16
CC(=O)Nc1ccc(-c2nnn(CC(=O)c3ccc(F)cc3)n2)cc1Cl | 8 | 98 | ? | -33 | . | . | 99 | -16 | -9 | . | .
O=C(Nc1nc(-c2ccccc2)cs1)C1COc2ccccc2O1 (stereo unspecified) | 35 | 100 | 100 | 4 | 1 | 0.1 | 100 | 4 | . | 0 | 45
